Assay outcomes deposited in PubChem BioAssay by several laboratories.
GLD-1 TGE inh: GLD-1/TGE RNA complex disruptors, primary screen, biochemical, fluorescence polarization; purified GLD-1 + fluorescein TGE RNA; 320,000 tested, 0.44% active; Female germline-specific tumor suppressor gld-1 (Caenorhabditis elegans), Q17339; inhibition, % at 5.96 µM;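 active = percent inhibition above a per-plate cutoff, the plate mean of test compounds plus 3 SD, cut at about 30% in these data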;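 also: 0% = DMSO wells with GLD-1 and probe and 100% = wells lacking GLD-1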
AHR activator: AHR activators, primary screen, cell-based, luminescence, luciferase reporter, human; AHR-responsive luciferase reporter cells; activation, % at 5 µM; 320,000 tested, 2.5% active; in the data active = activation above about 47%;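 also: 0% = vehicle wells and 100% = reference agonist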
PAFAH1B2 FP inh: PAFAH1B2 enzyme inhibitors, primary screen, biochemical, fluorescence polarization, human; Platelet-activating factor acetylhydrolase IB subunit alpha2 (Homo sapiens), P68402; recombinant PAFAH1B2, FP-rhodamine activity probe; inhibition, % at 3.39 µM; 340,000 tested, 1.2% active;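 active = inhibition above the mean of all tested compounds plus 3 SD, cut at about 24% in these data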;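 also: 0% = enzyme with DMSO and 100% = wells lacking PAFAH1B2; many of its hits are not listed in these tables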
pPAFAH FP inh: pPAFAH enzyme inhibitors, primary screen, biochemical, fluorescence polarization, human; Platelet-activating factor acetylhydrolase (Homo sapiens), Q13093; recombinant pPAFAH, FP-rhodamine probe fluorescence polarization; inhibition, % at 3.39 µM; 330,000 tested, 1.5% active; AID 463082, 2010;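 active = inhibition above the mean inhibition across the screen plus 3 SD, cut at about 25% in these data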;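 also: inhibitors block binding of the rhodamine activity-based probe so polarization drops; 0% = enzyme with DMSO and 100% = wells lacking pPAFAH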
Target sequence (Q13093 whole entry, looked up): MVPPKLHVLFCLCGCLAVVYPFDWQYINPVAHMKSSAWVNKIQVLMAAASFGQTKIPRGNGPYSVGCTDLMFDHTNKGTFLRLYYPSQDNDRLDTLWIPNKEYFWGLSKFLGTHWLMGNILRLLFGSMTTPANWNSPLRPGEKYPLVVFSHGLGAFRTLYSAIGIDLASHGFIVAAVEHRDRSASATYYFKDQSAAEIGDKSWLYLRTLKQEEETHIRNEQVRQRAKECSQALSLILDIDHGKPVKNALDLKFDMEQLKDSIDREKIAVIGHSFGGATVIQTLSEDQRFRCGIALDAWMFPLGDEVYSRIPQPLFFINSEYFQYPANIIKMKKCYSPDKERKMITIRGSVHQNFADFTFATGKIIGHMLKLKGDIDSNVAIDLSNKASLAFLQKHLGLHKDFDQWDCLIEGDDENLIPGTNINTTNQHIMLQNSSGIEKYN
PME-1 inh: PME-1 inhibitors via competitive probe labeling, primary screen, biochemical, fluorescence polarization, FP-Rh probe, HTS; Protein phosphatase methylesterase 1 (Homo sapiens), Q9Y570; recombinant PME-1; inhibition, % at 5.9 µM; 320,000 tested, 0.53% active; AID 2130, 2009;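 active = inhibition above the campaign mean of all compounds plus 3 SD, cut at about 26% in these data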;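 also: competitive labeling of PME-1 active site by serine hydrolase directed probe; 0% = PME-1 with DMSO and 100% = wells lacking PME-1 enzyme; inhibitors block probe labeling so polarization falls and inhibition rises; many of its hits are not listed in these tables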
Fam108B counter: mouse Fam108B serine hydrolase inhibitors, primary screen, counter-screen for RBBP9 inhibitor project, biochemical, fluorescence polarization; inhibition, % at 9.51 µM; recombinant Fam108B, FP-Rh probe fluorescence polarization; 300,000 tested, 0.33% active;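 active = inhibition above the screen mean inhibition plus 3 SD, computed separately per campaign, cut at about 18% in these data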;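 also: inhibitors lower polarization as less probe binds the enzyme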
MCL1-BIM inh: inhibitors of MCL1 binding to BIM-BH3, primary screen, biochemical, fluorescence polarization | Induced myeloid leukemia cell differentiation protein Mcl-1 (Homo sapiens), Q07820 | GST-MCL1 / FITC-Bim-BH3 fluorescence polarization | inhibition, % at 10.9 µM | 320,000 tested, 0.68% active;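 active = inhibition above the mean inhibition of all tested compounds plus 3 SD, set per campaign, cut at about 40% in these data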;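 also: 0% = DMSO wells and 100% = unlabeled Bim-BH3 peptide control; higher means more loss of mP so more displacement of Bim peptide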
Target sequence (Q07820 whole entry, looked up): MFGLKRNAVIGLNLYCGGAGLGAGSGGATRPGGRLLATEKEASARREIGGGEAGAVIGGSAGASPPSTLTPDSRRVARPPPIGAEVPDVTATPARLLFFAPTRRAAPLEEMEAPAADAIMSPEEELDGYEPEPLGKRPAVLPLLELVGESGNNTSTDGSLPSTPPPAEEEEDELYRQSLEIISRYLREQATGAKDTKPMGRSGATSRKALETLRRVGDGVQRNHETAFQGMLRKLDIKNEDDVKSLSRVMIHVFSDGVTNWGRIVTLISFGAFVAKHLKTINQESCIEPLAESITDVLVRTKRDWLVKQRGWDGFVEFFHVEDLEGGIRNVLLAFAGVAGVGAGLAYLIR
BCLXL inh: inhibitors of human Bcl-xL, primary screen, biochemical, fluorescence polarization, HTS. Bcl-2-like protein 1 (Homo sapiens), Q07817. GST-Bcl-xL / FITC-Bim BH3 peptide fluorescence polarization. inhibition, % at 10.9 µM. 320,000 tested, 0.7% active;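 active = inhibition above the mean of all tested compounds plus 3 SD, cutoff set per campaign, cut at about 30% in these data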;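 also: 0% = DMSO wells and 100% = unlabeled Bim-BH3 peptide competitor; inhibitors lower millipolarization by displacing the labeled peptide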
Target sequence (Q07817 whole entry, looked up): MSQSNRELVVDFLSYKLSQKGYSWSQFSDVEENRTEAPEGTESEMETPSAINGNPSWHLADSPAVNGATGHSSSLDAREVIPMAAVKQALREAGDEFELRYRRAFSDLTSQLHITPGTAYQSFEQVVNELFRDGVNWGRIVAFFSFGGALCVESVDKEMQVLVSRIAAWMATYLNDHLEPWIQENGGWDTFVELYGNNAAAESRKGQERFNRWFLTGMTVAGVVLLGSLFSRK
MEX-5 binding: MEX-5 zinc finger RNA-binding disruptors – biochemical, C. elegans, fluorescence polarization, MLPCN library, primary screen. Zinc finger protein mex-5 (Caenorhabditis elegans), Q9XUB2. MEX-5/FITC-TCR2 RNA binding; active compounds read low. activity score (negative = inhibition of binding), % at 10 µM. 300,000 tested, 0.38% active;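 active = inhibition past about -25% in most replicates, and total fluorescence under double the plate's negative control median, limit read from the data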;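 also: 0% = DMSO and -100% = 5 µM competing unlabeled TCR2 RNA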
* marks the source's active call; other numbers are inactive results; nt = no result given.

Each structure is followed by: GLD-1 TGE inh	AHR activator	PAFAH1B2 FP inh	pPAFAH FP inh	PME-1 inh	Fam108B counter	MCL1-BIM inh	BCLXL inh	MEX-5 binding
- CCOc1ccc(C2C(C(=O)c3ccc(C)o3)=C(O)C(=O)N2CCCN(CC)CC)cc1 (configuration not stated)
    -5	0	3	5	2	0	-1	1	0.1
- COc1ccc(CC(NC(C)=O)C(=O)NC2CCN(S(=O)(=O)c3ccccc3)CC2)cc1OC (configuration not stated)
    -5	2	-3	-2	5	-5	-7	-2	-1.5
- Cc1ccc(C)c(S(=O)(=O)N2CCN(c3ncccn3)CC2)c1
    -5	0	6	3	15	0	3	5	0.8
- NS(=O)(=O)c1cccc(NC(=O)CN2C(=O)C(=O)N(Cc3ccccc3)C2=O)c1
    -2	-1	-6	4	nt	nt	nt	nt	nt
- CCCCCCC(=O)N/N=C1\CCCc2ccccc21
    -1	11	4	0	2	5	-7	3	0.3
- O=C(c1ccccc1NS(=O)(=O)c1ccc(Br)s1)N1CCCC1
    -1	1	10	2	4	-3	3	2	-0.1
- CCN(CC)C(=O)CSc1nc2c(sc(=S)n2-c2ccccc2)c(=O)n1Cc1ccco1
    -1	-1	5	5	63*	5	5	50*	1.2
- CC(C)(C)OC(=O)C[C@@H]1C/C=C\C[C@H](CC(=O)NCCO)C(=O)NC[C@H](c2ccccc2)OC1=O
    3	-1	-6	6	nt	nt	nt	nt	nt
- O=C(c1ccc(C(F)(F)F)cc1)C1CCCN(C(=O)CCN2CCCO2)C1 (configuration not stated)
    3	-3	-5	1	5	1	5	3	0.4
- COc1ccc(CNc2ncccc2[N+](=O)[O-])cc1
    8	14	5	0	3	4	-2	1	-0.4
- COCc1ccc(C(=O)N2CCCC(N(C)CCc3ccc(OC)c(OC)c3)C2)s1 (configuration not stated)
    -3	-1	-3	7	3	-4	-2	3	0.4
- CCN1C(=O)/C(=C/c2ccc(OC)c(OC)c2)N=C1SCC(=O)NCc1ccco1
    0	4	5	6	5	9	-6	-3	-0.6
- Fc1ccc(-n2nnc(-c3cccnc3)n2)cc1
    9	12	0	2	3	3	3	3	-3.3
- Nc1cc(N)nc(SCC(=O)NCCC2=CCCCC2)n1
    1	0	-2	1	1	-2	3	5	3.4
- Cc1cc(NC(=O)COC(=O)c2cc3c(s2)CCC(C)C3)no1 (configuration not stated)
    -8	8	5	-2	-4	-10	4	-1	-1.2
- COc1ccc(S(=O)(=O)NNC(=O)c2ccc([N+](=O)[O-])cc2)cc1
    -1	-5	0	-5	0	3	14	0	-5.9
- C/C(=N\Nc1nncc2ccccc12)c1ccc(Cl)c([N+](=O)[O-])c1
    7	3	-2	5	-2	-1	0	3	-1.5
- O=S(=O)(c1cccc(NC(=S)N2CCN(c3ccccc3)CC2)c1)C(F)F
    4	1	3	5	2	2	16	5	-4.8
- Cc1ccccc1-n1nc(SCC(=O)O)sc1=S
    -1	0	10	8	2	-4	-1	0	-0.4
- CCc1ccc(/C=N/NC(=O)c2nnn(-c3nonc3N)c2CN2CCc3ccccc32)cc1
    8	8	4	7	-6	-1	-1	3	2.9

Filtered by structure, the compounds so far with a thiophene ring, fused or not.
Each structure is followed by: GLD-1 TGE inh	AHR activator	PAFAH1B2 FP inh	pPAFAH FP inh	PME-1 inh	Fam108B counter	MCL1-BIM inh	BCLXL inh	MEX-5 binding
- O=C(c1ccccc1NS(=O)(=O)c1ccc(Br)s1)N1CCCC1
    -1	1	10	2	4	-3	3	2	-0.1
- COCc1ccc(C(=O)N2CCCC(N(C)CCc3ccc(OC)c(OC)c3)C2)s1 (configuration not stated)
    -3	-1	-3	7	3	-4	-2	3	0.4
- Cc1cc(NC(=O)COC(=O)c2cc3c(s2)CCC(C)C3)no1 (configuration not stated)
    -8	8	5	-2	-4	-10	4	-1	-1.2

A draw from above in order of length of the SMILES, largest number first:
Each structure is followed by: GLD-1 TGE inh	AHR activator	PAFAH1B2 FP inh	pPAFAH FP inh	PME-1 inh	Fam108B counter	MCL1-BIM inh	BCLXL inh	MEX-5 binding
- CCOc1ccc(C2C(C(=O)c3ccc(C)o3)=C(O)C(=O)N2CCCN(CC)CC)cc1 (configuration not stated)
    -5	0	3	5	2	0	-1	1	0.1
- Cc1ccc(C)c(S(=O)(=O)N2CCN(c3ncccn3)CC2)c1
    -5	0	6	3	15	0	3	5	0.8
- COc1ccc(CNc2ncccc2[N+](=O)[O-])cc1
    8	14	5	0	3	4	-2	1	-0.4

Later entries
Each structure is followed by: GLD-1 TGE inh	AHR activator	PAFAH1B2 FP inh	pPAFAH FP inh	PME-1 inh	Fam108B counter	MCL1-BIM inh	BCLXL inh	MEX-5 binding
- CC(=O)Nc1nc(C(F)(F)F)cs1
    -5	0	-1	2	3	-2	0	3	-1.6
- COc1ccc(OC)c(-c2nnc3n2N=C(c2ccc(OC(F)F)c(OCC4CC4)c2)CS3)c1
    -1	41	1	15	nt	nt	nt	nt	nt
- Cc1cc(C(=O)COC(=O)CN=C2NS(=O)(=O)c3ccccc32)c(C)n1CCc1ccc(Cl)cc1
    -5	-8	-2	1	-12	-12	4	1	2.6
- Cc1ccc2c(c1)N(CC(=O)N1CCCCC1c1cccnc1)C(=O)CO2 (configuration not stated)
    6	6	-4	2	-5	3	5	2	-1.7
- Cc1cc(C)cc(NC(=O)CC2Oc3ccc(C)cc3NC2=O)c1 (configuration not stated)
    -4	1	3	5	-3	-5	-4	-4	-0.2
- CSc1ccccc1NS(=O)(=O)c1ccc2c(c1)OCCO2
    9	-2	2	7	3	6	2	2	1.7
- Cc1ccc(CC2CC(=O)N(c3nc4ccccc4s3)C2=O)cc1 (configuration not stated)
    -7	1	12	3	3	-3	-8	2	-0.3
- Cc1[nH]c(=O)[nH]c(=O)c1S(=O)(=O)N1CCC(C(=O)N2CCN(c3cccc(C(F)(F)F)c3)CC2)CC1
    -9	0	4	1	1	-1	-5	0	-0.2
- Cn1c(SCC(=O)NNC(=O)Cc2ccccc2)nnc1-c1ccccc1
    4	-5	0	1	-7	1	8	3	-0.6
- COc1cc(C(=O)NCCOc2ccccc2C)cc(OC)c1OC
    -3	3	9	-3	-3	3	3	7	-0.7
- O=C(COc1ccccc1Cl)NNC(=O)c1cc(S(=O)(=O)N2CCOCC2)ccc1N1CCCC1
    8	2	-5	2	5	-3	2	1	1.9
- O=C(NCCCO)c1ccc2[nH]c3ccccc3c2c1
    1	7	1	1	5	2	5	7	-0.5
- O=C(CNC(=O)C1COc2ccccc2O1)N/N=C\c1ccccc1Cl (configuration not stated)
    -14	9	-2	-6	-16	-3	7	-2	-2.3
- COc1ccc(-c2noc(CN(C(=O)c3ccc4c(c3)OCO4)C(C)C)n2)cc1
    2	3	1	4	-4	-4	-1	-2	0.9
- Cc1cccc(NC(=O)CS(=O)(=O)Cc2ccccc2)n1
    -3	1	0	6	-2	-2	-5	11	0.0
- COC(=O)C/C(N)=C(\C#N)C(=O)OC
    10	-1	5	5	2	0	0	1	0.1
- CC(C)(CO)NCc1c(OCc2ccc(Cl)cc2)ccc2ccccc12
    3	5	-4	-5	-1	-1	9	6	1.4
- COc1ccc(S(=O)(=O)NCCc2cn3nc(C)c(C)nc3n2)cc1C
    -4	1	8	-1	-3	-1	-3	2	-3.3
- O=C(Nc1ccc(C(F)(F)F)cc1)c1csc(-c2ccncc2)n1
    0	66*	1	-1	15	-7	-5	4	-0.9
- CC(=O)c1c(C)[nH]c(C(=O)OCC(=O)c2c(N)n(C)c(=O)n(C)c2=O)c1C
    -1	-3	nt	-6	-2	2	-2	2	-1.4

Next part
Each structure is followed by: GLD-1 TGE inh	AHR activator	PAFAH1B2 FP inh	pPAFAH FP inh	PME-1 inh	Fam108B counter	MCL1-BIM inh	BCLXL inh	MEX-5 binding
- CCc1cc(-c2n[nH]c(=S)n2-c2cccc(C)c2)cs1
    0	-1	6	6	-3	-1	-12	3	0.8
- COc1ccc(NC(=O)c2cc(-c3ccccn3)nc3c(C)cc(C)cc23)c(C)c1
    -7	9	0	3	5	-1	11	8	-0.2
- CCc1ccc(NC(=S)N2CCC(NC(=O)C3CCCCC3)CC2)cc1
    5	-2	5	0	-1	-3	12	3	-1.1
- CCC(=O)n1nc(NCc2ccccc2OC)nc1NCc1ccccc1OC
    6	17	2	6	-1	2	-6	7	1.7
- O=C(Nc1nnc(CCN2CCOCC2)s1)C1CCCCC1
    5	16	0	4	-6	3	8	6	-0.4
- CCOC(=O)c1c(NC(=S)NC(=O)c2ccc(Cn3cc(Cl)cn3)o2)sc2c1CCCCC2
    3	11	2	0	-5	4	5	4	-1.1
- S=C(NCc1ccccn1)Nc1ccccc1Cl
    4	13	0	-2	1	0	2	-3	-0.4
- Cc1cc(Nc2ccccc2)nn1C(=O)c1ccc([N+](=O)[O-])cc1
    4	0	5	9	15	4	-6	-3	-1.6
- CCOc1ccccc1NC1=NCC(=O)N1Cc1ccc(F)cc1
    -4	6	0	32*	-3	1	0	0	-0.8
- Cc1cnc(C(=O)N2CCN(S(=O)(=O)c3cccc(Br)c3)CC2)cn1
    -7	-2	10	5	nt	nt	nt	nt	nt
- CC(C)(C)C(=O)Nc1ccc(-c2nc3ccccc3c(=O)o2)cc1
    6	-1	2	1	-5	17	2	10	1.5
- O=C(NN1C(=O)c2ccccc2NC1c1ccoc1)c1ccc([N+](=O)[O-])cc1 (configuration not stated)
    7	3	2	-1	4	-2	2	-4	-1.9
- COc1ccc2nc(NC(=O)CCN3C(=O)c4ccccc4C3=O)sc2c1
    2	-1	3	-1	-3	6	-3	0	-1.5
- Cc1ccc(NC(=O)CN2C(=O)S/C(=C\c3cccn3C)C2=O)cc1
    -7	1	3	1	-7	-8	-16	-6	-2.4
- COc1ccc(C(C)=O)cc1COC(=O)CSC(C)C(=O)Nc1cc(C)on1 (configuration not stated)
    -3	-1	1	0	-5	-2	6	2	1.7
- COc1ccc(NS(=O)(=O)c2ccc(NS(=O)(=O)c3ccc(SC)cc3)cc2)c(OC)c1
    6	-3	10	6	3	-1	6	0	-1.7
- COc1ccc(Cl)cc1C(=O)N1CCN(Cc2ccc3c(c2)OCO3)CC1
    11	3	5	4	10	-3	5	3	-1.2
- Cc1ccc(SCc2ccc(C(=O)Nc3cccc([N+](=O)[O-])c3C)cc2)cc1
    5	0	5	2	0	2	0	2	0.8
- CCOCCCn1c(SCc2nc3sc(C(=O)O)c(C)c3c(=O)[nH]2)nnc1-c1ccc(Cl)cc1
    0	1	6	6	1	1	2	-7	2.0

Not all compounds are listed; count on the stated rates, not on these rows.
